AGP1-GFP MLPCN = modulators of AGP1-GFP expression in yeast TOR pathway, primary screen, cell-based, multiplex flow cytometry, S. cerevisiae, MLPCN library. AID 2066, 2009. 3 h; GFP as percent of DMSO wells. hit rate 0.02% among 320,000. GFP response vs DMSO, % at 10 µM;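 active = GFP response relative to DMSO above a set limit, near screen average plus 3 SD, cut at about 150% in these data; inconclusive = fewer than 70 cells counted for the yeast strain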;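 note: median GFP channel fluorescence of the gated AGP1 strain per well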
proCasp3 act = activators of human procaspase-3 D3A mutant, primary screen, biochemical, absorbance, PC-3 D3A mutant, single concentration | activation, % at 8.5 µM | hit rate 0.11% among 330,000 | recombinant procaspase-3 D3A, Ac-DEVD-pNA absorbance 405 nm | AID 463141, 2010;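 active = activation above the mean of all tested compounds plus 3 SD, cut at about 21% in these data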;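 note: 0% = DMSO alone and 100% = DMSO wells spiked with extra 5 µM PC-3 D3A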
Target sequence (P42574 whole entry D9A/D28A/D175A): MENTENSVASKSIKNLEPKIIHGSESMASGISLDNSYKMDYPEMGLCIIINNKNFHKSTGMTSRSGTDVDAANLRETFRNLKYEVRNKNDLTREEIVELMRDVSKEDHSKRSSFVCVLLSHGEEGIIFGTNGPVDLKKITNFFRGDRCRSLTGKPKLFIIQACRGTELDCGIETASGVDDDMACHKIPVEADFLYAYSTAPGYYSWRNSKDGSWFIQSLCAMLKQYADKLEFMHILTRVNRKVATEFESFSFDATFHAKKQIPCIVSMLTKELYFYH
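Assay system – Procaspase-3 D3A mutant, all three cleavage aspartates alanine · Controls – DMSO-only low control, 5 µM PC-3 D3A high control · Schedule – 1 h compound preincubation, 2 h substrate hydrolysis at 25 °C · Signal – 405 nm absorbance of p-nitroaniline, reads at 0 and 120 min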
AHR activator = AHR activators, primary screen, cell-based, luminescence, luciferase reporter, human; Aryl hydrocarbon receptor (Homo sapiens), P35869; AHR-responsive luciferase reporter cells; activation, % at 5 µM; hit rate 2.5% among 320,000; AID 2796, 2010; in the data active = activation above about 47%;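 note: 0% = vehicle wells and 100% = reference agonist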
CIT2 TOR yeast = modulators of CIT2-GFP expression in yeast, primary screen, S. cerevisiae, GFP fusion, multiplex flow cytometry, MLPCN library | S. cerevisiae CIT2-GFP strain, 3 h; 100 means same as DMSO wells | hit rate 0.065% among 320,000 | GFP response vs DMSO, % at 10 µM | AID 2029, 2009;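 active = GFP response relative to DMSO above a set limit, near the screen mean plus 3 SD, cut at about 150% in these data; inconclusive = Fewer than 70 cells measured for a yeast strain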;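 note: ratio of well median GFP fluorescence to mean of DMSO wells on the plate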
RPL19A-GFP yeast = RPL19A-GFP expression modulators in yeast, primary screen, cell-based, S. cerevisiae, multiplex flow cytometry, MLPCN; S. cerevisiae RPL19A-GFP strain, 3 h; active compounds read low; percent response vs DMSO, % at 10 µM; hit rate 0.3% among 330,000; AID 2025, 2009;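 active = percent response vs DMSO below 50%; inconclusive = fewer than 70 events counted for the yeast strain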;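 note: median channel GFP fluorescence of the barcoded RPL19A-GFP strain; ratio of sample median GFP to plate DMSO average so 100% = DMSO; lower means less RPL19A-GFP as with rapamycin TOR inhibition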
MEP2-GFP yeast = modulators of MEP2-GFP levels in yeast, primary screen, S. cerevisiae, multiplex flow cytometry, MLPCN library; S. cerevisiae MEP2-GFP strain, 3 h; 100% = DMSO control level; hit rate 0.51% among 330,000; AID 2016, 2009; GFP response vs DMSO, % at 10 µM;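 active = GFP response versus DMSO above a set limit, roughly screen mean plus 3 SD, cut at about 180% in these data; inconclusive = fewer than 70 cells counted for a yeast strain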;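 note: median GFP fluorescence of the barcode-gated MEP2-GFP cells per well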
LAP4 TOR yeast = modulators of LAP4-GFP expression in yeast, primary screen, S. cerevisiae, multiplex flow cytometry, MLPCN library; 3 h; median GFP as percent of DMSO wells; GFP response vs DMSO, % at 10 µM; hit rate 0.34% among 320,000;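 active = GFP response vs DMSO above a set limit, about the screen mean plus 3 SD, cut at about 150% in these data; inconclusive = under 70 cell events counted for the yeast strain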
procasp7 counter = procaspase-7 activators, primary screen, counter-screen for procaspase-3 activator project, biochemical, absorbance, HTS, human. AID 463210, 2010. activation, % at 8.5 µM. recombinant procaspase-7, Ac-DEVD-pNA absorbance 405 nm; D23A/D198A/D206A triple mutant, cannot self-cleave; scale: DMSO 0, 5 µM enzyme 100. hit rate 0.093% among 330,000. Caspase-7 (Homo sapiens), P55210;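 active = percent activation above the screen-wide mean plus 3 SD, cut at about 25% in these data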
Target sequence (P55210 whole entry D23A/D198A/D206A): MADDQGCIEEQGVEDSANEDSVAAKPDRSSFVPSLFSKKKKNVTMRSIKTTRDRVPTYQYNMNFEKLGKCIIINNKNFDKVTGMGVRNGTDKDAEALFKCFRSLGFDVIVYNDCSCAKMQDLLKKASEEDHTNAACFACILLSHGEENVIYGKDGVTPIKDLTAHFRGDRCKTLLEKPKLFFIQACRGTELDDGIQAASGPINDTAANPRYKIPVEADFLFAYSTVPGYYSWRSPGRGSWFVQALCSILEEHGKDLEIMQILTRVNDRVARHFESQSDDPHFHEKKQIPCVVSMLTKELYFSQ
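Assay system: Uncleavable procaspase-7 mutant enzyme | Input: 2 µM procaspase-7 mutant as dispensed | Timing: 1 h compound preincubation, 2 h substrate cleavage, 25 °C | Repeats: One well per compound | Control set: DMSO wells as 0%, DMSO with 5 µM added PC-7 as 100% | Technique: Epi-absorbance of released pNA at 405 nm, two timepoints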
The depositor's hits bear a star; ? = inconclusive; / = not tested or not shown; [ ] = another dose, or the depositor's remark.

(1) C[C@@H]1CN([C@H](C)CO)C(=O)c2cc(NC(=O)Nc3ccc(F)cc3)ccc2O[C@H]1CN(C)C(=O)Nc1ccc(C(F)(F)F)cc1
(2) Cc1ccc(-n2c(SCC(=O)N(C)C3CCS(=O)(=O)C3)nc3ccccc3c2=O)cc1 (configuration not stated)
(3) O=C(NC(=S)NNC(=O)c1ccccc1O)c1cccs1
(4) Cc1cccc(NC(=O)c2ccccc2OCC(=O)N2CCOCC2)c1C
(5) Oc1ccccc1/C=N/Nc1ccccc1
(6) NC1=NN(c2cccc(C(=O)O)c2)C(=O)C1
(7) COc1ccc(NC(=O)N2CCOCC2)cc1OC
(8) Cc1ccc(C(=O)NCC(=O)OCC(=O)NCCc2ccccc2)s1
entry no.	1	2	3	4	5	6	7	8
AGP1-GFP MLPCN	101	105	96	100	95	92	103	107
proCasp3 act	3	-1	-9	11	-2	-20	0	-3
AHR activator	1	0	15	-1	5	-2	0	0
CIT2 TOR yeast	101	100	91	110	105	94	106	106
RPL19A-GFP yeast	99	102	110	103	101	96	100	102
MEP2-GFP yeast	97	102	100	99	105	98	104	113
LAP4 TOR yeast	93	99	91	91	97	90	97	123
procasp7 counter	7	2	-10	-3	-3	-27	-24	13

(9) COc1ccccc1C(=O)NCC(=O)OCC(=O)Nc1cccc(S(=O)(=O)N2CCCCCC2)c1
(10) COc1cc(/C=C2/N=C(C3CCCCC3)OC2=O)cc(OC)c1OC
(11) CC1CCN(C(=O)COC(=O)c2ccc3c(c2)OCO3)CC1
(12) Cc1ccccc1OCCn1cnc2cc([N+](=O)[O-])ccc2c1=O
(13) Cc1ccc(-c2cc(-c3ccccc3)[nH]c(=S)c2C#N)cc1
(14) COc1ccc(N2CCN(C(=O)COC(=O)CNC(=O)c3ccccc3)CC2)cc1
(15) CCN(C[C@H]1N[C@@](Cc2ccccc2)(C(=O)OC)[C@H]2C(=O)N(C)C(=O)[C@@H]12)C(=O)c1ccc(C(C)(C)C)cc1
(16) O=C(Cn1c2c(sc1=O)C1c3ccccc3OCC1CS2)Nc1ccc(Cl)c(Cl)c1 (configuration not stated)
entry no.	9	10	11	12	13	14	15	16
AGP1-GFP MLPCN	89	95	85	116	93	94	102	103
proCasp3 act	3	3	-1	4	-1	0	3	-2
AHR activator	1	1	3	8	1	-2	1	4
CIT2 TOR yeast	106	115	92	102	95	92	96	106
RPL19A-GFP yeast	104	106	97	90	97	92	98	101
MEP2-GFP yeast	100	101	98	120	96	94	100	115
LAP4 TOR yeast	92	107	98	132	102	92	94	100
procasp7 counter	-2	3	8	8	2	0	15	8

Entries of single compounds as entered above. Order of values: AGP1-GFP MLPCN, proCasp3 act, AHR activator, CIT2 TOR yeast, RPL19A-GFP yeast, MEP2-GFP yeast, LAP4 TOR yeast, procasp7 counter
O=C(NC(=S)NNC(=O)c1ccccc1O)c1cccs1 in the list: 96, -9, 15, 91, 110, 100, 91, -10
O=C(Cn1c2c(sc1=O)C1c3ccccc3OCC1CS2)Nc1ccc(Cl)c(Cl)c1 (configuration not stated) in the list: 103, -2, 4, 106, 101, 115, 100, 8
Oc1ccccc1/C=N/Nc1ccccc1 in the list: 95, -2, 5, 105, 101, 105, 97, -3
CCN(C[C@H]1N[C@@](Cc2ccccc2)(C(=O)OC)[C@H]2C(=O)N(C)C(=O)[C@@H]12)C(=O)c1ccc(C(C)(C)C)cc1 in the list: 102, 3, 1, 96, 98, 100, 94, 15
NC1=NN(c2cccc(C(=O)O)c2)C(=O)C1 in the list: 92, -20, -2, 94, 96, 98, 90, -27

The results go on:
(17) CC(C)(CNS(=O)(=O)c1ccc(F)cc1)CNS(=O)(=O)c1ccc(F)cc1
(18) COc1ccc(S(=O)(=O)N(CC(N)=O)C2CCCCC2)cc1Cl
(19) CCN(CC)CCNC(=O)c1ccc(NC(=O)Cc2ccsc2)cc1
(20) Cc1cc(-n2c(C)cc(C(=O)COc3ccc(Cl)cc3C(N)=O)c2C)no1
(21) COc1ccc(NC(=O)c2ccco2)cc1NC(=O)COc1ccccc1
(22) CCOc1ccc(OCC)c(S(=O)(=O)n2ccnc2C)c1
(23) CCCCCn1c(SC(C)C(C)=O)nc2c1c(=O)[nH]c(=O)n2C (configuration not stated)
(24) CCOC(=O)c1cnc2c(cnn2C)c1NCc1ccc(OC)cc1
entry no.	17	18	19	20	21	22	23	24
AGP1-GFP MLPCN	95	99	105	102	102	92	104	110
proCasp3 act	5	-5	4	-4	0	2	7	4
AHR activator	4	1	-2	47*	43	-5	-2	0
CIT2 TOR yeast	95	113	103	84	105	99	100	106
RPL19A-GFP yeast	99	100	105	98	105	95	98	101
MEP2-GFP yeast	98	107	106	91	114	110	106	107
LAP4 TOR yeast	97	104	99	100	96	92	98	104
procasp7 counter	4	1	8	-1	3	-1	0	4

(25) COCCn1c(-c2ccccc2)cnc1SCC(=O)Nc1cccc2ccccc12
(26) CCCCNC(=O)Nc1ccccc1C(=O)NCc1ccco1
(27) CC(=O)c1cccc(NC(=O)c2cc(-c3ccco3)on2)c1
(28) CCC1CCCCN1C(=O)CSc1nnc(CNC(=O)c2cc(OC)c(OC)c(OC)c2)o1 (configuration not stated)
(29) CCc1noc(C)c1C(=O)Nc1nc(-c2cc(OC)ccc2OC)cs1
(30) CCOC(=O)N/N=C1\CCS(=O)(=O)c2ccc(Cl)cc21
(31) N#CC1=C(SCC(=O)c2ccc(Cl)cc2)NC2=C(C(=O)CCC2)C1c1ccco1 (configuration not stated)
(32) Cc1cc2ncc(-c3ccccc3)nc2cc1C
entry no.	25	26	27	28	29	30	31	32
AGP1-GFP MLPCN	102	112	96	105	103	106	94	100
proCasp3 act	0	6	8	-3	6	1	-20	2
AHR activator	11	1	-2	0	31	3	-2	20
CIT2 TOR yeast	104	102	99	98	97	100	95	96
RPL19A-GFP yeast	101	102	101	103	96	101	95	100
MEP2-GFP yeast	97	111	104	103	101	103	91	98
LAP4 TOR yeast	96	100	105	99	107	109	/	107
procasp7 counter	7	-8	2	-3	-1	14	-12	3

(33) CCOc1ncccc1C(=O)N(CC)CC(=O)NCc1ccc(F)cc1
(34) c1ccc(Cc2nc(-c3ccccn3)no2)cc1
(35) Cc1ccc(NC(=O)CN(C)C(=O)CCOc2ccccc2C)cc1
(36) O=C(NNS(=O)(=O)c1ccccc1)c1cnn(-c2ccccc2)c1-n1cccc1
(37) CCC(CC)C(=O)c1c[nH]c(C(=O)NCCc2ccccn2)c1
(38) Cc1ccc(-n2c(N)c(C#N)c(-c3ccccc3)c(C#N)c2=O)cc1
(39) Cc1c(C(=O)NCc2ccc3c(c2)OCO3)oc2ccc(S(=O)(=O)N3CCCCC3)cc12
(40) CC1CC(C)CN(S(=O)(=O)c2ccc(NN)nc2)C1 (configuration not stated)
entry no.	33	34	35	36	37	38	39	40
AGP1-GFP MLPCN	91	104	95	/	106	97	100	96
proCasp3 act	6	1	-9	-1	6	2	-5	6
AHR activator	1	1	2	1	22	2	-1	-1
CIT2 TOR yeast	87	91	94	?	100	111	102	106
RPL19A-GFP yeast	96	97	101	79[may fluoresce violet]	100	101	/	106
MEP2-GFP yeast	97	106	102	196*[may fluoresce violet]	102	104	100	103
LAP4 TOR yeast	77	102	110	100[may fluoresce violet]	96	101	97	92
procasp7 counter	-5	2	4	5	3	7	-5	2

(41) NC(=O)Nc1ccc(C(=O)OCC(=O)Nc2ccc(Cl)cn2)cc1
(42) Cc1cccc2sc(N(CCCN(C)C)C(=O)c3sc4ccccc4c3Cl)nc12
(43) CCOC(=O)c1nnn(-c2ccc(OC)cc2)c1N
(44) COC(=O)c1ccc(N(CC(=O)NC2CCCCC2)C(=O)CNC(=O)c2ccco2)cc1
(45) CC(=O)Nc1cccc(C(=O)OC(C)C(=O)Nc2ccc(S(=O)(=O)N3CCCC3)cc2)c1 (configuration not stated)
(46) CC(C)N(C(=O)Cn1c(SCC(=O)Nc2nccs2)nc2ccccc21)C(C)C
(47) CCC(Oc1ccccc1)C(=O)NC1C(=O)N2C1SC(C)(C)C2C(=O)O (configuration not stated)
(48) CS(=O)(=O)Nc1ccccc1Oc1ccccc1
entry no.	41	42	43	44	45	46	47	48
AGP1-GFP MLPCN	107	106	?	97	110	99	100	102
proCasp3 act	5	-11	8	3	3	6	3	0
AHR activator	3	5	9	1	1	2	-4	-1
CIT2 TOR yeast	97	99	?	105	107	/	104	106
RPL19A-GFP yeast	102	105	?	99	102	99	108	103
MEP2-GFP yeast	102	100	?	94	106	100	109	105
LAP4 TOR yeast	104	102	?	92	104	91	89	97
procasp7 counter	2	-7	0	4	8	-1	8	12

(49) Cc1ccc(C(=O)Nc2ccc3c(c2)OCO3)cc1Cl
(50) CC(C)NC(=O)NC(=O)COC(=O)c1ccc(NC(=O)CC#N)cc1
(51) CC1CCCCC1NC(=O)COc1ccc(-n2cnnn2)cc1 (configuration not stated)
(52) Cn1c(SCc2c(Cl)cccc2Cl)nnc1-c1cccs1
(53) O=C(c1ccc2c(c1)N(Cc1ccc(F)cc1)CCS2)N1CCOCC1
(54) CCOC(=O)N1CCN(C(=O)c2ccc3oc(CCCc4ccccc4)nc3c2)CC1
(55) CC(=O)NCC(=O)NC1CCCc2c1cnn2-c1ccccc1F (configuration not stated)
(56) CCCNC(=O)/C(C#N)=C1\N=C(NC(=O)c2cccs2)c2ccccc21
entry no.	49	50	51	52	53	54	55	56
AGP1-GFP MLPCN	96	100	97	95	97	103	101	102
proCasp3 act	-6	-11	2	2	1	-3	4	7
AHR activator	94*	-3	5	-10	3	18	0	1
CIT2 TOR yeast	98	102	96	98	98	101	100	108
RPL19A-GFP yeast	99	99	94	97	105	114	102	108
MEP2-GFP yeast	98	104	90	106	109	107	106	110
LAP4 TOR yeast	102	95	88	105	90	110	94	94
procasp7 counter	-8	-19	-10	15	-1	7	-1	5

(57) COc1ccc(CCNC(=O)c2ccc(CS(=O)(=O)c3ccc(Cl)cc3)o2)cc1OC
(58) CCOc1cc(C(=S)N2CCOCC2)ccc1OS(=O)(=O)c1ccccc1
(59) Cc1oc(C(C)(C)C)cc1C(=O)N1CCCC1C(=O)O (configuration not stated)
(60) CC(C)COc1ccc(-c2nnn(CC(=O)N3CCCC3)n2)cc1
(61) C=CCn1cccc(/C=C/C(=O)c2ccc(C(C)(C)C)cc2)c1=S
entry no.	57	58	59	60	61
AGP1-GFP MLPCN	93	96	100	83	93
proCasp3 act	-6	8	-1	-2	-15
AHR activator	1	0	3	2	5
CIT2 TOR yeast	86	95	93	93	100
RPL19A-GFP yeast	93	95	100	84	97
MEP2-GFP yeast	97	93	97	93	96
LAP4 TOR yeast	99	91	105	86	96
procasp7 counter	-8	-3	-9	19	-23
